Exocytosis inh: lytic granule exocytosis inhibition; TALL-104 LAMP-1 surface exposure, flow cytometry; cells stimulated with thapsigargin and PMA; inhibition, % at 10 µM; actives 0.66% (n = 360,000); AID 651702;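 active = inhibition above about 55%, limit read from the data; inconclusive = no clear call, values can overlap the other calls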
HIF-2a inh: HIF-2a inhibition; inhibition, % at 18.8 µM; AID 624352; 786-0 RCC cells HIF-2a reporter, luciferase luminescence, overnight; actives 0.72% (n = 360,000);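 active = inhibition of the luminescence signal of 40% or more relative to plate controls, in a single-dose primary screen at 18.75 µM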
CaV13 FRET inh: Primary screen for inhibitors of IQ motif and Ca2+-dependent inactivation inhibitor domain binding in CACNA1D, Förster resonance energy transfer in living cells, …; HEK cells, CFP/YFP FRET ICDI-IQ, plate reader, 10 min; percent FRET-ratio fall versus neutral wells; inhibition, % at 12.3 µM; actives 0.098% (n = 340,000);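 active = mean replicate inhibition of at least 30% and at least 1% of replicates passing that level; inconclusive = only one of the two criteria is met; inactive = neither criterion is met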;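 also: 0% = median of the neutral control wells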
NR2E3 ag-1: NR2E3 (human) agonism | Q9Y5X4 | GST-NR2E3/biotin-RetCOR TR-FRET, 1536-well | inhibition of corepressor binding, % at 4.78 µM | actives 0.12% (n = 320,000) | AID 2300;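 active = percent inhibition above the cutoff of mean plus 3 SD of all tested compounds, set per screening campaign, cut at about 20% in these data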;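 also: 0% = DMSO wells and 100% = biotin wells as full block of FRET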
Target sequence (Q9Y5X4 whole entry, looked up): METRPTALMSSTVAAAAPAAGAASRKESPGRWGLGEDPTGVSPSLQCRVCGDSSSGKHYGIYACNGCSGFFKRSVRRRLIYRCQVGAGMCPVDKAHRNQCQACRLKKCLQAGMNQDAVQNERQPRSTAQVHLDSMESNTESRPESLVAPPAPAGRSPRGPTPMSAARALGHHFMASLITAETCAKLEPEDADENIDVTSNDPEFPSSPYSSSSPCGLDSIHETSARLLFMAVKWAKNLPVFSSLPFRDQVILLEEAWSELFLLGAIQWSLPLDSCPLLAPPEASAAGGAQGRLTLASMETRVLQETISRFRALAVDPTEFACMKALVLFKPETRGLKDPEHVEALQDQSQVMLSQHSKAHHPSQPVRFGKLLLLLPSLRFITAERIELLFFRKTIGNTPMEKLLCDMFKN
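Material: NR2E3–RetCOR corepressor complex | Quantity: 1.35 nM GST-tagged NR2E3 final | Schedule: 5 h at 4 °C | Replication: Singlicate compound wells | Reagent: RetCOR corepressor, biotinylated, 7 nM | Controls: Biotin wells as high control, 0.6% DMSO wells as low control | Signal: TR-FRET, Eu(K)-anti-GST donor, streptavidin-D2 acceptor, ex 340, em 617/671 nm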
Peg3 promoter: reduces Peg3 promoter-driven luciferase expression in HeLa; HeLa PEG-Prom luciferase reporter, luminescence, overnight; inhibition, % at 20 µM; actives 1.7% (n = 360,000);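 active = inhibition of at least 50% at 20 µM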
hiPSC survival: increases survival of single human iPS cells. hiPSC single-cell survival, ATPlite luminescence; 100% = ROCK inhibitor wells, 0% = DMSO. actives 0.044% (n = 360,000). survival enhancement, % at 20 µM; in the data active = survival enhancement above about 18%;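 also: cells exposed to compounds for 16 hours before the ATP read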
aDG glyco up: increases alpha dystroglycan glycosylation. AID 624168. Pro5-aDG cells, alpha-DG glycosylation AlphaScreen (IIH6); 0% Pro5, 100% B10-LARGE cell signal. activation, % at 10 µM. actives 0.22% (n = 360,000);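 active = activation of at least 8% versus controls, or a plate z-score of at least 8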;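 also: Pro5 are CHO cells carrying HIG-tagged alpha-DG that lacks glycosylation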
TRPM1 prom inh: inhibitors of MITF-driven TRPM1 promoter in melanoma cells; actives 0.83% (n = 330,000); AID 488899; SK-MEL-5 TRPM1 promoter luciferase, 24 h; inhibition, % at 12.5 µM;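 active = mean inhibition across replicates of 60% or more, whatever share of single replicates reaches that level; inconclusive = some that reach 60%, reason not given; inactive = mean inhibition across replicates below 60%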; also: values of inactives mirror those of a sister screen read the other way
NR2E3 ag-2: activates human NR2E3 receptor; Q9Y5X4; CHO-S Gal4-NCOR/VP16-NR2E3 two-hybrid, luciferase; inhibition of corepressor binding, % at 3.98 µM; actives 0.35% (n = 360,000); AID 602229;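 active = inhibition above the mean of all tested compounds plus 3 SD, cut at about 70% in these data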;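 also: 0% = DMSO with NR2E3 transfected cells and 100% = cells lacking NR2E3 construct; higher means lower luciferase signal from less NR2E3 corepressor binding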
PDI turbidity: PDI (human) enzyme inhibition | PDI insulin aggregation turbidity, A650, 90 min | inhibition, % at 10 µM | actives 0.052% (n = 350,000) | AID 588391;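 active = mean inhibition across replicates of 30% or more, whatever share of single replicates reach that level; inconclusive = mean inhibition below 30% while every single replicate reaches 30%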;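 also: absorbance from insulin aggregation driven by PDI reduction with DTT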
Target sequence (P07237 whole entry, looked up): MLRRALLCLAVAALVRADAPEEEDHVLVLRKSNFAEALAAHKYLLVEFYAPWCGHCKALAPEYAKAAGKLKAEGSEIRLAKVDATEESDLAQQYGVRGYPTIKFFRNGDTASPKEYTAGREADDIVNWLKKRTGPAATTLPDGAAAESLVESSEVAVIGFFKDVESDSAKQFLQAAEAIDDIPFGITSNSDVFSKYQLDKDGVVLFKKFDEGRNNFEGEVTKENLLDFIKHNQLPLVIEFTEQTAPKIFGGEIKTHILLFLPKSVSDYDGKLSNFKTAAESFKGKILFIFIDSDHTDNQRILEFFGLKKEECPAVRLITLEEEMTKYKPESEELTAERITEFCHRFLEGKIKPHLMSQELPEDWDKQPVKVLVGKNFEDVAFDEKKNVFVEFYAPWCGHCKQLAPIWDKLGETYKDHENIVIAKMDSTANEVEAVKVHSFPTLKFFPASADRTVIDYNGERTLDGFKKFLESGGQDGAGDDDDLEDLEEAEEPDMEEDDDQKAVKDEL
Vif imaging: inhibitors of HIV Vif. HEK293T cells, Vif self-association by quenched fluorescence, imaging, 24 h. inhibition, % at 7.49 µM. actives 0.35% (n = 340,000); in the data active = inhibition above about 50%, passing the limit was not always enough; inconclusive = no clear call, values can overlap the other calls; inactive = below about 31%; also: some results filed as inactive read as strong as hits
The depositor's hits bear a star. Outcome played no part in choosing rows. Share with any hit: about 3.5%.

For CCc1cccc(NC(=O)C2CCCN(S(=O)(=O)c3cccs3)C2)c1 (configuration not stated) the results were Exocytosis inh 4.9, HIF-2a inh 15.9, CaV13 FRET inh -4.1, NR2E3 ag-1 4.5, Peg3 promoter 14.0, hiPSC survival 0.0, aDG glyco up 0.1, TRPM1 prom inh 11.6, NR2E3 ag-2 -12.9, PDI turbidity -0.5 and Vif imaging -1.4.
Screening COc1ccc(NC(=S)Nc2ccccc2)cn1 returned Exocytosis inh -0.7, HIF-2a inh 5.6, CaV13 FRET inh -3.2, NR2E3 ag-1 -0.1, Peg3 promoter 14.6, hiPSC survival -1.3, aDG glyco up -0.2, TRPM1 prom inh -21.9, NR2E3 ag-2 -24.8, PDI turbidity 7.3 and Vif imaging -1.3.
For c1ccc(Cc2nn3c(Cn4nnc5ccccc54)nnc3s2)cc1 the results were Exocytosis inh 0.6, HIF-2a inh -77.5, CaV13 FRET inh -4.8, NR2E3 ag-1 -1.2, Peg3 promoter -50.1, hiPSC survival 2.4, aDG glyco up 0.2, TRPM1 prom inh -28.0, NR2E3 ag-2 -9.8, PDI turbidity 2.6 and Vif imaging -4.1.
Screening Cc1ccnc(N2CCC(C(=O)Nc3cccc(C(F)(F)F)c3)CC2)n1 returned Exocytosis inh 1.7, HIF-2a inh 15.5, CaV13 FRET inh -7.6, NR2E3 ag-1 3.1, Peg3 promoter 9.1, hiPSC survival 0.9, aDG glyco up 0.0, TRPM1 prom inh -3.2, NR2E3 ag-2 4.4, PDI turbidity -4.2 and Vif imaging -10.8.
For O=C1NC(Cc2ccccc2)c2nc3ccccc3c(=O)n2-c2ncccc21 (configuration not stated) the results were Exocytosis inh 1.6, HIF-2a inh 5.0, CaV13 FRET inh -3.4, Peg3 promoter -3.5, hiPSC survival 1.1, aDG glyco up -0.1, NR2E3 ag-2 -35.2, PDI turbidity 0.7 and Vif imaging 1.4.
O=C(OCC(=O)N1CCN(C(=O)c2ccco2)CC1)c1cc(-c2ccccc2)nc2ccccc12 was read as Exocytosis inh 8.4, HIF-2a inh -17.7, NR2E3 ag-1 1.9, Peg3 promoter -13.3, hiPSC survival -1.0, aDG glyco up -0.3, TRPM1 prom inh -3.2, NR2E3 ag-2 -10.5, PDI turbidity 4.8 and Vif imaging -14.5.
COc1cccc(Cn2cccc(NC(=O)NCc3ccccc3)c2=O)c1 was read as Exocytosis inh -9.8, HIF-2a inh -28.6, CaV13 FRET inh -2.6, NR2E3 ag-1 1.4, Peg3 promoter -22.9, hiPSC survival -0.6, aDG glyco up -0.1, TRPM1 prom inh -10.7, NR2E3 ag-2 -36.5, PDI turbidity 2.0 and Vif imaging 0.9.
For CCn1ncc(S(=O)(=O)Nc2cc(Cl)ccc2C)c1C the results were Exocytosis inh inconclusive, HIF-2a inh 13.9, CaV13 FRET inh -3.0, NR2E3 ag-1 2.4, Peg3 promoter 17.1, hiPSC survival -0.4, aDG glyco up -0.4, TRPM1 prom inh -6.8, NR2E3 ag-2 3.2 and PDI turbidity 8.2.
Screening Cc1cnc(C(=O)OCC(=O)Nc2ccc(OCc3ccccc3)cc2)cn1 returned Exocytosis inh -0.6, HIF-2a inh -255.0, CaV13 FRET inh -5.1, NR2E3 ag-1 -0.1, Peg3 promoter -192.9, hiPSC survival -0.5, aDG glyco up 0.2, TRPM1 prom inh -91.2, NR2E3 ag-2 -71.7, PDI turbidity -4.4 and Vif imaging 2.4.
Cc1nn(C)c(C)c1S(=O)(=O)N(CC(=O)NC1CCCCCC1)c1ccc(C(C)C)cc1 was read as Exocytosis inh 1.7, HIF-2a inh 0.5, CaV13 FRET inh -6.5, NR2E3 ag-1 0.1, Peg3 promoter 4.5, hiPSC survival 0.7, aDG glyco up -0.2, NR2E3 ag-2 19.2, PDI turbidity -1.3 and Vif imaging 8.4.
O=C(C1=C(O)C(=O)N(c2nccs2)C1c1ccccc1)c1cc2ccccc2o1 (configuration not stated) was read as Exocytosis inh -7.0, HIF-2a inh -281.4, CaV13 FRET inh -6.8, NR2E3 ag-1 6.5, Peg3 promoter -135.1, hiPSC survival 0.0, aDG glyco up 0.1, TRPM1 prom inh 9.8, NR2E3 ag-2 66.0, PDI turbidity 5.9 and Vif imaging -2.6.
`Cc1ccc(C2=NN(C(=O)CCl)C(c3ccco3)C2)o1` (configuration not stated) gave Exocytosis inh 0.3, HIF-2a inh 11.2, CaV13 FRET inh -2.7, Peg3 promoter 68.7*, hiPSC survival 1.1, aDG glyco up 0.8, TRPM1 prom inh 58.9, NR2E3 ag-2 -29.0, PDI turbidity -4.0 and Vif imaging 1.6.
`O=C(CN1CCN(S(=O)(=O)c2cccc(F)c2)CC1)Nc1ccnn1C1CCCC1` gave Exocytosis inh 1.5, HIF-2a inh -3.4, CaV13 FRET inh -5.8, NR2E3 ag-1 3.0, Peg3 promoter 1.7, hiPSC survival 0.5, aDG glyco up 0.3, TRPM1 prom inh 6.7, NR2E3 ag-2 15.6, PDI turbidity 2.0 and Vif imaging -3.0.
CCOC(=O)c1nnc(-c2ccccc2)nc1NCc1ccccc1 was read as Exocytosis inh -1.4, HIF-2a inh -2.0, CaV13 FRET inh -6.8, NR2E3 ag-1 -2.1, Peg3 promoter 17.1, hiPSC survival -0.7, aDG glyco up -0.1, TRPM1 prom inh -10.8, NR2E3 ag-2 1.5, PDI turbidity 14.4 and Vif imaging -6.9.
For CCCCN(Cc1cc2cc(OC)ccc2[nH]c1=O)C(=O)COc1ccccc1 the results were Exocytosis inh -1.9, HIF-2a inh 18.9, NR2E3 ag-1 0.8, Peg3 promoter 13.8, hiPSC survival -3.1, aDG glyco up -0.1, TRPM1 prom inh 1.6, NR2E3 ag-2 1.1, PDI turbidity 6.0 and Vif imaging 16.9.
`CC(=O)c1ccc(NC(=O)CSc2nnc(NC(=O)c3ccco3)s2)cc1` gave Exocytosis inh -1.9, HIF-2a inh -43.7, NR2E3 ag-1 2.6, Peg3 promoter -121.8, hiPSC survival 0.4, aDG glyco up 0.0, TRPM1 prom inh -30.9, NR2E3 ag-2 -27.6, PDI turbidity -16.1 and Vif imaging -5.2.
`CCc1c(C)nc2cc(-c3cc(OC)cc(OC)c3)nn2c1N1CCN(CCN2CCOCC2)CC1` gave Exocytosis inh 1.8, HIF-2a inh -11.5, CaV13 FRET inh -2.2, NR2E3 ag-1 2.2, Peg3 promoter 15.6, hiPSC survival 1.6, aDG glyco up -0.5, TRPM1 prom inh -17.3, NR2E3 ag-2 -2.1, PDI turbidity -1.3 and Vif imaging -8.8.
Screening O=C(Nc1cccc(S(=O)(=O)C(F)F)c1)c1ccc(Cl)c(S(=O)(=O)N2CCOCC2)c1 returned Exocytosis inh 6.8, HIF-2a inh 20.1, NR2E3 ag-1 0.7, Peg3 promoter 48.9, hiPSC survival 3.9, aDG glyco up -0.2, TRPM1 prom inh 12.6, NR2E3 ag-2 -8.6, PDI turbidity -3.5 and Vif imaging -11.9.
Screening COc1ccc(Cc2c(Cl)ncnc2Cl)cc1 returned Exocytosis inh 1.8, HIF-2a inh 4.0, CaV13 FRET inh -2.5, NR2E3 ag-1 2.5, Peg3 promoter 14.1, hiPSC survival 0.0, aDG glyco up 1.0, TRPM1 prom inh 5.0, NR2E3 ag-2 -3.4, PDI turbidity 9.5 and Vif imaging 13.0.
For CC1(C)CC2CC(C)(CN2C(=O)COC(=O)c2cncc(Br)c2)C1 (configuration not stated) the results were Exocytosis inh -4.4, HIF-2a inh 5.8, CaV13 FRET inh -5.5, NR2E3 ag-1 3.2, Peg3 promoter 0.2, hiPSC survival -1.5, aDG glyco up -0.1, TRPM1 prom inh 2.5, NR2E3 ag-2 3.8 and PDI turbidity -5.4.
For Cc1cccc(/C=C/c2onc(C)c2S(=O)(=O)N2CCC(C(=O)N3CCC(C)CC3)CC2)c1 the results were Exocytosis inh 0.3, HIF-2a inh 12.9, CaV13 FRET inh -6.6, NR2E3 ag-1 0.6, Peg3 promoter 9.6, hiPSC survival -0.6, aDG glyco up -0.4, TRPM1 prom inh 16.0, NR2E3 ag-2 -32.4, PDI turbidity 12.3 and Vif imaging -2.8.
`CC1(C)C(C#N)=C(N)Oc2c1c(=O)oc1ccccc21` gave Exocytosis inh 2.2, HIF-2a inh -12.8, CaV13 FRET inh 0.9, NR2E3 ag-1 3.6, Peg3 promoter 21.8, hiPSC survival 0.4, aDG glyco up -0.2, TRPM1 prom inh 4.4, NR2E3 ag-2 -34.0, PDI turbidity -3.0 and Vif imaging -3.4.
Screening COc1ccccc1COc1ccc2c(C)c(CC(=O)O)c(=O)oc2c1C returned Exocytosis inh -5.4, HIF-2a inh -3.1, CaV13 FRET inh -2.1, NR2E3 ag-1 1.5, Peg3 promoter -22.3, hiPSC survival 5.1, aDG glyco up 0.1, TRPM1 prom inh 0.1, NR2E3 ag-2 -11.5, PDI turbidity -4.6 and Vif imaging -4.3.
CCn1c2ccccc2c2cc(NC(=O)CSc3nnc(-c4ccccc4OC)n3N)ccc21 was read as Exocytosis inh 3.3, HIF-2a inh 1.4, CaV13 FRET inh -3.4, NR2E3 ag-1 1.5, Peg3 promoter 31.1, hiPSC survival 2.1, aDG glyco up -0.3, TRPM1 prom inh -1.3, NR2E3 ag-2 5.1, PDI turbidity 12.7 and Vif imaging -2.6.
COc1ccc(CN2CCC(C(=O)Nc3ccc(Oc4ccccc4)nc3)CC2)cc1F was read as Exocytosis inh 10.8, HIF-2a inh 13.8, CaV13 FRET inh -9.7, NR2E3 ag-1 5.5, Peg3 promoter 15.9, hiPSC survival -0.1, aDG glyco up 3.2, TRPM1 prom inh 2.8, NR2E3 ag-2 -6.6, PDI turbidity 3.2 and Vif imaging -30.3.
COc1cc(CNC(=O)c2ccc3oc(C(C)C)nc3c2)cc(OC)c1 was read as Exocytosis inh -8.2, HIF-2a inh -48.0, CaV13 FRET inh -6.8, NR2E3 ag-1 2.4, Peg3 promoter -18.7, hiPSC survival 0.9, aDG glyco up 0.0, TRPM1 prom inh -18.7, NR2E3 ag-2 0.9, PDI turbidity 12.7 and Vif imaging -6.7.
COc1ccc(-c2oc(NC(=O)CSc3ncn[nH]3)c(C#N)c2-c2ccc(OC)cc2)cc1 was read as Exocytosis inh -1.6, HIF-2a inh 7.1, CaV13 FRET inh -8.6, NR2E3 ag-1 0.2, Peg3 promoter 30.5, hiPSC survival 10.5, aDG glyco up 0.1, TRPM1 prom inh 3.6, NR2E3 ag-2 -140.6, PDI turbidity 2.4 and Vif imaging -4.1.
CCN(CC)CCn1c2c(c(SCC(=O)Nc3nc4ccc(C)cc4s3)nc1=O)CCC2 was read as Exocytosis inh 38.8, HIF-2a inh -11.2, CaV13 FRET inh -4.6, NR2E3 ag-1 -4.3, Peg3 promoter -24.7, hiPSC survival -0.5, aDG glyco up 0.2, TRPM1 prom inh -2.7, NR2E3 ag-2 -28.8, PDI turbidity 3.5 and Vif imaging -1.4.

From PubChem BioAssay
